From PubChem
TDP1 cell noCPT = qHTS for Inhibitors of human tyrosyl-DNA phosphodiesterase 1 (TDP1): qHTS in cells in absence of CPT | 420,000 compounds, 15% hits | Potency, µM (titrated, usually from 46.2 µM), for the others: at the top dose activity change, negative = growth inhibition, actives largely listed as inhibitors | DT40 Tdp1-/- hTDP1 cells, no CPT, ATP luminescence, 48 h; also: nearly all actives have a fitted effect of over 55% in size
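Chicken DT40 Tdp1-/- cells complemented with human TDP1, screened without camptothecin (DMSO vehicle only), 400 cells/well. Compounds pin-transferred, cells incubated at 37 °C for at least 48 hr. Growth read as ATP-dependent luminescence (CellTiter-Glo, 30 min at RT).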
TDP1 inh = TDP1 (human) enzyme inhibition; 350,000 compounds, 0.28% hits; recombinant TDP1, AlphaScreen DNA substrate cleavage; Potency, µM (doses to about 130 µM), without a hit: top-dose activity change, negative = inhibition, hits mostly inhibitors; also: nearly all actives have a fitted effect of over 40% in size
Target sequence (Q9NUW8 whole entry, looked up): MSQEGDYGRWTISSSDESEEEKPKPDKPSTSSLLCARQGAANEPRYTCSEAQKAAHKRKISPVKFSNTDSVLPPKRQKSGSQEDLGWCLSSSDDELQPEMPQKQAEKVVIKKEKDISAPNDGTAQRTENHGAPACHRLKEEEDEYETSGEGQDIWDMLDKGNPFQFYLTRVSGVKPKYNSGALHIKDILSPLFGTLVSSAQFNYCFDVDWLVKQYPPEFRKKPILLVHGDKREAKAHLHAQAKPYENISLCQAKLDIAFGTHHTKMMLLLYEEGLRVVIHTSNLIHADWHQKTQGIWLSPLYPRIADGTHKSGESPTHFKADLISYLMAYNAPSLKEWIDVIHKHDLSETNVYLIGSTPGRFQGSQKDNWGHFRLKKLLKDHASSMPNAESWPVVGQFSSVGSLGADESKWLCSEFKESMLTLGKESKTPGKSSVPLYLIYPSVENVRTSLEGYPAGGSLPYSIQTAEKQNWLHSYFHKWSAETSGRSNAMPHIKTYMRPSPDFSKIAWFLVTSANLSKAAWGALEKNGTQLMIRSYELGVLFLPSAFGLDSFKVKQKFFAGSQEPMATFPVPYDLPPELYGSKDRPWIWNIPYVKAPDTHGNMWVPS
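Enzyme-compound mixtures sat 15 min at room temperature, followed by a 5 min reaction with 15 nM final substrate and 10 min with AlphaScreen beads. Recombinant human Tdp1 was used at 1 nM final.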
TDP1 cell CPT = DT40-hTDP1 cell growth loss with CPT; 420,000 compounds, 12% hits; chicken DT40 Tdp1-/-;hTDP1 cells + 20 nM CPT, ATP luminescence, 48 h; Potency, µM (top dose mostly 46.2 µM), inactives show at the top dose activity change, negative = growth inhibition, actives largely listed as inhibitors; also: nearly all actives have a fitted effect of over 55% in size
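Chicken DT40 Tdp1-/- cells stably complemented with human TDP1 were seeded at 400 cells/well in medium containing 20 nM camptothecin, exposed to pin-transferred compounds, and grown at 37 °C for at least 48 hr. Viability was read as ATP luminescence.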
An asterisk follows results filed as active; ? = inconclusive; · = no result given; & = joins results of further samples; [ ] = another dose, or the depositor's remark. Calls follow the shape of the dose curve; as a rule, active = well fitted curve in the direction sought with a large enough effect; inconclusive = small, poorly fitted or top-dose-only effect, or another doubt; inactive = no such curve, though single readings can be large; an effect the other way counts as inactive or inconclusive. % is scaled to controls: 0 for no effect and ±100 for the full control effect; potency is read from the fitted curve at half-maximal effect.

SMILES | TDP1 cell noCPT | TDP1 inh | TDP1 cell CPT
O=C(Nc1ccc(N2CCN(C(=O)c3cccs3)CC2)cc1)c1ccco1 | -9% | · | 5%
Cn1c(Cc2ccccc2)nnc1SCC(=O)NC1CCCC1 | 0% | · | -5%
COc1cccc2[nH]c(C(=O)NCCCN3CCCC3=O)cc12 | -10% | 0% | 4%
N#Cc1ccc(C(=O)OCC(=O)Nc2ccc(N3CCOCC3)cc2)cc1 | 2% | 5% | 12%
CN(C)CCCN(C(=O)c1ccc2c(c1)CCCC2)c1nc2cc3c(cc2s1)OCO3 | ? | 9% | ?
COc1cccc(C(C)(O)c2nc(-c3ccccc3OC)cs2)c1 (configuration not stated) | -93% | · | ?
CCn1c(SCC(=O)c2ccccc2)nc2c(c1=O)SC(C)C2 (configuration not stated) | ? | 6% | ?
COc1ccc(CNC(=O)C2CCCN(c3nccc(C)n3)C2)cc1 (configuration not stated) | ? | -3% | -14%
CCOC(=O)/C=C1\SCC(=O)N1CC(O)CN1C(=O)CS/C1=C\C(=O)OCC | -13% | -2% | -2%
CNC(=O)CCC(=O)Nc1ccc(C(=O)OC)cc1 | 0% | 1% | 3%
Nc1c(N(CCC2=CCCCC2)C(=O)C2CC2)c(=O)[nH]c(=O)n1Cc1ccccc1 | -1% | 1% | -10%
C/C(CC(=O)Nc1cc(Cl)ccc1Cl)=N\NC(=O)c1ccco1 | -11% | 5% | -21%
Cc1cccc(C(=O)OCC(=O)NCCCc2ccccc2)c1O | 22% | · | 6%
COc1cc(OC)c(NC(=O)Cn2cnc3sc(C)c(S(=O)(=O)N4CCOCC4)c3c2=O)cc1Cl | -22% | -9% | -2%
CC(C)=C1C2CCC1C1C(=O)N(NC(=O)COc3ccc(Cl)c(C)c3)C(=O)C21 (configuration not stated) | -12% | 5% | -19%
Cc1ccc(-n2ncc3c(NCCC4=CCCCC4)ncnc32)cc1C | ? | 8% | 10µM*
O=C(O)CC(c1ccccc1)c1ccccc1 | -36% | 1% | -5%
O=C(N/N=C/c1cccc(Cl)c1Cl)Nc1ccccc1 | -17% | 6% | 2%
CN(C)S(=O)(=O)c1ccc(Cl)c(NC(=O)COC(=O)C2CCCO2)c1 (configuration not stated) | -8% | 2% | 0%
CCN(C(=O)CSc1nc2c(cnn2-c2ccccc2)c(=O)[nH]1)C1CCS(=O)(=O)C1 (configuration not stated) | 18% | 7% | 14%
Cc1onc(-c2c(F)cccc2Cl)c1C(=O)N(Cc1ccccc1)C(C)C | 9.2µM* | · | ?
CC1CCCCC1NC(=O)Cn1c(=O)oc2cc(S(=O)(=O)N3CCCC3)ccc21 (configuration not stated) | ? | · | ?
COc1cccc2cc(C(=O)NCc3ccco3)c(=O)oc12 | -12% | -2% | -3%
COc1ncnc2c1oc1nc(C(C)C)c3c(c12)CC(C)(C)OC3 | ? | 2% | ?
C[C@H](NC(=O)[C@@H]1Cc2ccccc2CN1)C(=O)NCC1CCCO1 (some centres not stated) | ? | 2% | ?
CN1C2C=C3C(C#N)=C(N)C(C#N)(C#N)[C@@H](c4cccc(F)c4)[C@@H]3C1CC2 (some centres not stated) | ? | 9% | ?
CN(C)CCn1cnc2c(c1=N)C(c1ccccc1)c1ccc3ccccc3c1O2 (configuration not stated) | ? | · | 18µM*
Cc1ccc(C(=O)NNC(=O)c2ccc3ccccc3c2O)cc1 | ? | · | 24%
CCOC(=O)c1ccc(CNC(=O)C(Cc2c[nH]c3ccccc23)NC(C)=O)o1 (configuration not stated) | -5% | 5% | -4%
CCn1cc(S(=O)(=O)c2ccc(OC)cc2)c(=O)c2cc(OC)ccc21 | 7% | 4% | -3%
C=CCNC(=O)C1CC(=O)N(c2ccc(OCC(=O)Nc3ccc(Cl)cc3)cc2)C1 (configuration not stated) | ? | · | -4%
COc1ccccc1CNC(=O)c1c(O)c2cc(OC)c(OC)cc2[nH]c1=O | -34% | 0% | ?
COC(=O)C1=C(C)N(C(C)C)C(=O)C1(NC(C)=O)C(F)(F)F (configuration not stated) | 0% | 0% | 4%
CC(C)[C@H](NC(=O)N1CCn2c1nc1ccccc12)C(=O)N[C@@H](C(=O)O)c1ccccc1 | -19% | · | -8%
O=S(=O)(c1ccc(N2CCOCC2)cc1)N1CCOCC1 | -19% | 6% | -21%
CCN(c1ccccc1)S(=O)(=O)c1ccc(OC)c(NC(=O)CNC)c1 | -27% | · | 5%
O=C(NC(=S)Nc1ccc2c(c1)OCCO2)c1ccccc1 | 14µM* | 7% | ?
COc1cc(NC(=O)c2ccc(Cl)cc2)c(Cl)cc1NC(=O)c1cccnc1 | 11% | 3% | -17%
Cn1cc(SCC(=O)NC2CCCC2)c2ccccc21 | 8% | 0% | -13%
NC1=NC(=O)/C(=C/c2c(OS(=O)(=O)c3ccc(Cl)cc3)ccc3ccccc23)S1 | 2% | 0% | -3%
CC(=O)c1ccc(N2CCN(C(=O)C3CCN(C(=O)Nc4ccccc4)CC3)CC2)cc1 | ? | 1% | ?
CC1(C(=O)NS(=O)(=O)c2cccc(Cl)c2)CCN1C(=O)c1ccccc1 (configuration not stated) | -9% | · | 0%
Cc1nc2ccccc2n1CCOc1ccccc1 | ? | · | ?
CCOc1ccc(NC(=O)CN(C)C(=O)c2csc3c2CCCC3)cc1OCC | ? | 2% | ?
CC(C)CSC1=NSC2=NC(=O)/C(=C\c3cccs3)C(=N)N12 | 21µM* | -5% | ?
CCOC(=O)C1=C(COC(=O)Cc2ccc(Br)cc2)NC(=O)NC1C (configuration not stated) | ? | 2% | -13%
CCC1Oc2ccccc2N(CC(=O)NC2CCCC2)C1=O (configuration not stated) | -3% | 3% | -4%
Nn1c(SCC(=O)NC2CCS(=O)(=O)C2)nc2scc(-c3ccccc3)c2c1=O (configuration not stated) | -3% | 2%[56.1 µM] | -8%
Cc1ccccc1CSCCNC(=O)Nc1ccccc1 | ? | 3% | -29%
COc1ccccc1NC(=O)c1c(Br)cnn1C | -18% | 1% | -15%
COc1ccc(Cl)cc1NC(=O)c1[nH]nc(OC)c1[N+](=O)[O-] | 0% | -11% | 4%
NNC(=O)c1oc2nc(-c3ccco3)cc(-c3ccco3)c2c1N | ? | · | ?
O=C(Nc1cccc(C(=O)N2CCCc3ccccc32)c1)c1ccccc1 | 21µM* | · | ?
OCCC1CN(Cc2cccn2-c2cccnc2)CCN1CCc1ccccc1 (configuration not stated) | -6% | 3% | -4%
CCCn1c2ccccc2c2cnn(CC(=O)NCCCN3CCCCC3CC)c(=O)c21 (configuration not stated) | ? | 1%&-1% | ?
O=C(NCc1ccc(N2CCCC2=O)cc1)NC1CCCCC1 | -3% | 5% | 14%
O=C(OCc1ccc([N+](=O)[O-])cc1)c1ccc2ccccc2n1 | -12% | 4% | 9%
O=C(Nc1ccc(S(=O)(=O)N2CCC(c3nc4ccccc4s3)CC2)cc1)c1ccccc1 | 4% | 9% | 3%
CC(C)(C)c1ccc(OCCSc2nc3ccccc3n2CC(=O)O)cc1 | -1% | · | -2%
Cc1ccc(C)c(NC(=O)NNC(=O)c2cc3ccccc3cc2O)c1 | -19% | -10% | -1%

Molecules shown so far that have two or more sulfur atoms, in the order listed:
SMILES | TDP1 cell noCPT | TDP1 inh | TDP1 cell CPT
CCn1c(SCC(=O)c2ccccc2)nc2c(c1=O)SC(C)C2 (configuration not stated) | ? | 6% | ?
CCOC(=O)/C=C1\SCC(=O)N1CC(O)CN1C(=O)CS/C1=C\C(=O)OCC | -13% | -2% | -2%
COc1cc(OC)c(NC(=O)Cn2cnc3sc(C)c(S(=O)(=O)N4CCOCC4)c3c2=O)cc1Cl | -22% | -9% | -2%
CCN(C(=O)CSc1nc2c(cnn2-c2ccccc2)c(=O)[nH]1)C1CCS(=O)(=O)C1 (configuration not stated) | 18% | 7% | 14%
NC1=NC(=O)/C(=C/c2c(OS(=O)(=O)c3ccc(Cl)cc3)ccc3ccccc23)S1 | 2% | 0% | -3%
CC(C)CSC1=NSC2=NC(=O)/C(=C\c3cccs3)C(=N)N12 | 21µM* | -5% | ?
Nn1c(SCC(=O)NC2CCS(=O)(=O)C2)nc2scc(-c3ccccc3)c2c1=O (configuration not stated) | -3% | 2%[56.1 µM] | -8%
O=C(Nc1ccc(S(=O)(=O)N2CCC(c3nc4ccccc4s3)CC2)cc1)c1ccccc1 | 4% | 9% | 3%

More compounds
SMILES | TDP1 cell noCPT | TDP1 inh | TDP1 cell CPT
O=C(COc1ccccc1-c1ccccc1)NN=C1CCCC1 | ? | 6% | -6%
COc1ccc(NC(=O)CSCC(=O)N(C)CC(=O)Nc2cccc3ccccc23)cc1 | ? | · | ?
CCn1nnc(NC(=O)c2sc3ccccc3c2Cl)n1 | -22% | 0% | -10%
C/C(=N\NC(=O)COc1cccc(C)c1)c1ccc2ccccc2c1O | ? | 3% | ?
COc1ccccc1-c1nc(SCC(=O)c2ccc(Cl)cc2)n[nH]1 | -19% | -1% | -14%
CCc1cc(C(=O)Nc2nnc(C3CC3)s2)sc1C | 10% | 0% | -2%
CCn1c(SCc2nc(N)nc(N3CCCCC3)n2)nc2c1c(=O)n(C)c(=O)n2C | ? | 1% | -20%
Cc1ccccc1NC(=O)CSc1ccc(-c2ccco2)nn1 | ? | 3% | ?
Cc1cc(NC(=O)COc2ccccc2C)ccc1NC(=O)c1cccs1 | 12µM* | -14% | -61%
CS(=O)(=O)N1CCN(c2ccc(NC(=O)c3ccc([N+](=O)[O-])o3)cc2)CC1 | 7.3µM* | 0% | 2.6µM*
CCOC(=O)c1c(C)[nH]c(C(=O)OCC(=O)NCc2ccc(OC)c(OC)c2)c1C | 18µM* | 2% | 8.2µM*
Cc1ccc(C(=O)NC(=S)Nc2ccccc2C(F)(F)F)cc1C | ? | 7% | 0%
O=C(NCCCO)C(=O)NCC(c1ccc2c(c1)OCO2)N1CCN(c2ccc(F)cc2)CC1 (configuration not stated) | 7% | 7% | -23%
COc1ccc(NC(=O)CSc2cn[nH]n2)c(OC)c1 | -15% | 2% | -13%
Cc1ccc(Nc2nnc(SCC(=O)NC3CCCc4ccccc43)s2)cc1 (configuration not stated) | -10% | 3% | 4%
CC(C)NC(=O)C1(C)CN(S(C)(=O)=O)CC(=O)N1CC(F)(F)F (configuration not stated) | 22% | · | 24%
O=C1Nc2ccccc2N(O)N1c1ccc(S(=O)(=O)N2CCOCC2)cc1 | -24% | 0% | -1%
CCOC(=O)CC(NC(=O)c1ccco1)c1ccccc1Cl (configuration not stated) | -27% | 0% | -7%
Nc1nc(NCC2CCCO2)nc(Nc2ccccc2)c1[N+](=O)[O-] (configuration not stated) | ? | 3% | ?
Cc1c(NS(=O)(=O)c2ccc(NCCN3CCOCC3)c([N+](=O)[O-])c2)c(=O)n(-c2ccccc2)n1C | 19% | 8% | 2%

Rewritten field by field: entries from further up
> Cc1ccccc1NC(=O)CSc1ccc(-c2ccco2)nn1
  TDP1 cell noCPT = ? | TDP1 inh = 3% | TDP1 cell CPT = ?

> O=C(COc1ccccc1-c1ccccc1)NN=C1CCCC1
  TDP1 cell noCPT = ? | TDP1 inh = 6% | TDP1 cell CPT = -6%

> Cc1c(NS(=O)(=O)c2ccc(NCCN3CCOCC3)c([N+](=O)[O-])c2)c(=O)n(-c2ccccc2)n1C
  TDP1 cell noCPT = 19% | TDP1 inh = 8% | TDP1 cell CPT = 2%

> CC(C)NC(=O)C1(C)CN(S(C)(=O)=O)CC(=O)N1CC(F)(F)F (configuration not stated)
  TDP1 cell noCPT = 22% | TDP1 inh = · | TDP1 cell CPT = 24%

(cont.)
SMILES | TDP1 cell noCPT | TDP1 inh | TDP1 cell CPT
CC(=O)c1ccc(S(=O)(=O)NC2CC(=O)N(c3ccc(Cl)cc3)C2)cc1 (configuration not stated) | 13µM* | · | ?
[N-]=C=C1C(=S)NC(=O)[C@H]([n+]2ccccc2)[C@H]1c1ccc(Cl)cc1 | -6% | -10% | 2%
CSC(=S)NN=C(C)c1cccc(C)n1 | 0.018µM* | · | 0.033µM*
O=C(N/N=C/c1ccncc1)c1nc(-c2ccccc2)n2c1CCCCC2 | 7.3µM* | 8% | 7.3µM*
Cn1c(CNc2ccc(Cl)cc2)nnc1SCC#N | 11% | -2% | 6%
CCc1ccc(C2CC(c3ccc(C)cc3)n3nc(N)nc3N2)cc1 (configuration not stated) | ? | · | ?
Cc1ccc(C(=O)Nc2sc3c(c2C#N)CCCCC3)cc1C | -17% | -9% | -28%
CC(C)CN1C(=O)C(=O)N(CC(=O)NCCCc2ccccc2)C1=O | -18% | · | -14%
CN(CC(=O)Nc1cccc(S(=O)(=O)NC2=NCCC2)c1)Cc1cccc(F)c1 | -14% | 0% | 1%
COc1cccc(NC(=O)CSc2nnc(NC(=O)C3CC3)s2)c1 | -24% | 10% | -5%
CCOc1cc(C2CC(=O)Nc3c2c(=O)nc(SCc2cccc(Cl)c2)n3C)ccc1O (configuration not stated) | 8.2µM* | 2% | ?
CC1=C(C(=O)OC2CCCCC2)C(c2cccnc2)n2ncnc2N1 (configuration not stated) | 21µM* | 3% | 15µM*
Cc1ccc(-n2nnnc2SCC(N)=O)c(C)c1 | -1% | 6% | 5%
